M1 PAM: positive allosteric modulators of human M1 muscarinic receptor; P11229; CHO-K1 hM1, Fluo-8 calcium fluorescence, ACh EC20; 0% = ACh EC20, 100% = maximal ACh; 0.088% of 360,000 active; activation, % at 3 µM; in the data active means activation above about 19%, passing the limit was not always enough
Target sequence (P11229 whole entry, looked up): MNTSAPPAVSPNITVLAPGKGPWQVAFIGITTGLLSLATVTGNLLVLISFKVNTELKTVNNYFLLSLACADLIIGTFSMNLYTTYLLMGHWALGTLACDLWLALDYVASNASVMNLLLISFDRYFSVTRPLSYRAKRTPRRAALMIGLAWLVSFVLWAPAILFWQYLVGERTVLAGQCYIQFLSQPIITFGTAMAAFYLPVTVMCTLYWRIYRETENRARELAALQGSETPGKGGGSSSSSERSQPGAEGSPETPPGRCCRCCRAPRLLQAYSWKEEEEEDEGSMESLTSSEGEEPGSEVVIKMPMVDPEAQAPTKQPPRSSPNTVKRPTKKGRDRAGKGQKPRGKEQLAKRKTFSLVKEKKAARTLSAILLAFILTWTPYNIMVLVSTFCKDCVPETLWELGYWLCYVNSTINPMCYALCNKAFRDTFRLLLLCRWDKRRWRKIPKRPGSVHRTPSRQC
M5 antag: antagonists of human muscarinic M5 receptor (CHRM5); P08912; inhibition, % at 3 µM; CHO-hM5 cells, Fluo-8 calcium fluorescence, ACh EC80; AID 624040; 0.59% of 360,000 active;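 active means inhibition above a per-plate cutoff, the mean of that plate's test compounds plus 3 SD, cut at about 27% in these data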;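 further: 0% = acetylcholine EC80 with DMSO and 100% = DMSO without agonist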
Target sequence (P08912 whole entry, looked up): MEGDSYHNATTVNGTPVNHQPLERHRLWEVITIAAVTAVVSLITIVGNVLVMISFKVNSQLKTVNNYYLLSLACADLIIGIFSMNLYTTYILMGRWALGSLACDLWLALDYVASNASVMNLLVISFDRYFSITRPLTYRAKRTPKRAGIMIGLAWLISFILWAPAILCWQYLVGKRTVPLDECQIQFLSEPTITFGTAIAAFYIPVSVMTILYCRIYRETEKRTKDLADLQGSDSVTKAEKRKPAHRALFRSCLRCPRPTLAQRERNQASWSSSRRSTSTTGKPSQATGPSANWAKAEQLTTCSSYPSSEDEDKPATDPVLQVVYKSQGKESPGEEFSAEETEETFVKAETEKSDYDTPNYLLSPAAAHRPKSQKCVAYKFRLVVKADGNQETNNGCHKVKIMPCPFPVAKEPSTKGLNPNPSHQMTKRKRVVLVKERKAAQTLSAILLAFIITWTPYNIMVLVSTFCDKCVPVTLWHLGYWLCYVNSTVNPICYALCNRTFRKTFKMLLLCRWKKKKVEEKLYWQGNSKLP
CHRM4 agonist: agonists of human muscarinic M4 receptor (CHRM4); activation, % at 3 µM; CHO-K1 hM4/Gqi5, Fluo-8 calcium fluorescence; vehicle 0%, full acetylcholine response 100%; P08173; 0.14% of 360,000 active;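 active means activation above the run mean over all test wells plus 3 SD, cut at about 32% in these data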;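 further: peak over basal fluorescence ratio per well then scaled between controls; 0% = DMSO wells and 100% = acetylcholine at EC100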
M1 antag: blocks human M1 muscarinic receptor | 1.3% of 360,000 active | CHO-K1 hM1, Fluo-8 calcium fluorescence, ACh EC80 antagonist | AID 588852 | inhibition, % at 3 µM | P11229;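 active means percent inhibition above its own plate's cutoff, namely the mean of that plate's compound wells plus 3 SD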;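 further: peak over basal fluorescence ratio during 140 s after agonist addition; 0% = ACh EC80 plus DMSO and 100% = DMSO alone without agonist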
TAAR1 ag: agonists of human TAAR1; AID 624467; Q96RJ0; CHO RD-HGA16 TAAR1, Fluo-8 calcium fluorescence; vehicle wells 0%, saturating PEA agonist 100%; activation, % at 3 µM; 0.99% of 360,000 active;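 active means activation above the mean activation of all test compounds in the run plus 3 SD, cut at about 38% in these data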
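Repeats: no replicates (n 1) | Material: CHO-derived RD-HGA16 cells with stable Gα16 and human TAAR1 | Technique: Kinetic Fluo-8 calcium fluorescence | Schedule: 17-24 h seeding, 75 min 37 °C dye, 30 min RT | Evaluation: % activation from peak over basal fluorescence ratio, DMSO-to-PEA scaled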
M1 ag: human M1 muscarinic receptor agonism. P11229. CHO-K1 hM1, Fluo-8 calcium fluorescence, agonist mode; 0% DMSO, 100% acetylcholine EC100. activation, % at 3 µM. 0.33% of 360,000 active;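 active means activation above the run's mean compound activation plus 3 SD, cut at about 16% in these data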;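 further: peak over basal fluorescence ratio within a 140 s kinetic read after compound addition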
M4 antag: CHRM4 antagonism in calcium assay; P08173; CHO-hM4 cells, ACh EC80, Fluo-8 calcium fluorescence; inhibition, % at 3 µM; 0.73% of 360,000 active; AID 624125;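 active means inhibition above its plate's cutoff, the mean inhibition of sample wells plus 3 SD, cut at about 27% in these data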;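 further: 0% = acetylcholine EC80 with DMSO and 100% = DMSO without agonist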
M5 ag: CHRM5 agonism in calcium assay; CHO-K1 hM5 cells, Fluo-8 calcium fluorescence; 0% DMSO wells, 100% maximal acetylcholine response; AID 624037; activation, % at 3 µM; 0.19% of 360,000 active; P08912;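 active means activation above the run's mean over test compounds plus 3 SD, cut at about 23% in these data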;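 further: signal is peak over basal fluorescence ratio across the kinetic read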
CHRM5 PAM: CHRM5 positive allosteric modulation. P08912. CHO-K1 hM5, Fluo-8 calcium, ACh EC20 PAM; 0% = ACh EC20, 100% = ACh EC100. activation, % at 3 µM. 0.3% of 360,000 active;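 active means activation above the run cutoff, the mean activation of all test compounds plus 3 SD, cut at about 18% in these data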
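System – CHO-K1 hM5 cells · Compound – 3 µM, single dose · Incubation – compound preincubation 140 s before EC20 acetylcholine addition · Technique – Fluo-8 calcium fluorescence · Measure – Max/basal fluorescence ratio as % of EC20–EC100 ACh window · Benchmarks – low control EC20 acetylcholine (0%), high control EC100 acetylcholine (100%) · Replication – singlicate, one well per test compound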
Active calls of the source: *; nt = not tested or not shown. Some of the compounds tested; rates above refer to the full screens.

Order of results – M1 PAM	M5 antag	CHRM4 agonist	M1 antag	TAAR1 ag	M1 ag	M4 antag	M5 ag	CHRM5 PAM
1: CCn1cc(CN2CCC(n3nccc3NC(=O)c3ccc4c(c3)OCO4)CC2)c(C)n1
    2	0	0	5	0	-4	3	-4	0
2: COc1ccc(-n2c(C)cc(/C=C3\C(=N)N4N=C(CC(=O)N5CCOCC5)SC4=NC3=O)c2C)cc1
    -1	7	2	-4	-1	-5	1	-6	-5
3: C#CCN1CCc2onc(-c3ccccc3OC)c2C1=O
    8	7	0	-36	1	-3	1	1	0
4: COc1ccc(NC2=C(NCCO)C(=O)c3ccccc3C2=O)cc1
    -2	8	0	-5	3	-4	2	-2	-4
5: COc1cccc(Cn2cnc3c(NS(=O)(=O)c4cc(Cl)ccc4Cl)c(C)c(C)cc32)c1
    7	1	2	0	3	-3	14	-1	-8
6: Oc1ccc(Cl)cc1C1=NNC(c2cc(Br)cc3c2OCOC3)C1 (stereo unspecified)
    13	-2	0	-4	1	-2	-1	4	21*
7: CC1CCCCC1NC(=O)c1ccncc1 (stereo unspecified)
    4	-14	1	-7	1	-2	-15	-3	0
8: CCC(CC)c1nc(NCCC(=O)O)c2ccccc2n1
    8	4	1	-7	13	-6	-2	1	1
9: COc1cccc2c1C(=O)c1c(O)c3c(c(O)c1C2=O)CC(O)(C(C)=NNC(=O)c1ccc(Cl)c(Cl)c1)CC3OC1CC(N)C(O)C(C)O1 (stereo unspecified)
    -7	0	6	5	8	1	-9	22	-7
10: O=C1Nc2cc(C(=O)NCCN3CCCCCC3)ccc2S/C1=C/c1ccccc1F
    -3	1	6	4	14	-4	-4	-3	-4
11: CCOc1ccccc1C(=O)Nc1ccc(-n2nncc2C(C)(C)C)cc1
    -5	5	0	8	1	-6	5	2	-6
12: Cc1ccc(-c2nc(N)sc2CC(=O)OCC(=O)NCC2CCCO2)cc1 (stereo unspecified)
    -3	6	1	5	1	-3	-1	-3	-6
13: C/C(CC(=O)NC1CCCC1)=N\NC(=O)c1ccc([N+](=O)[O-])c(Cl)c1
    3	9	0	-5	1	-9	6	-2	-3
14: Cc1c(Cl)cccc1N1CC(C)(C)C1=O
    9	-9	1	-4	0	-9	-4	2	-6
15: CCOC(=O)c1c(S(=O)(=O)NCC(=O)Nc2cccc(C)c2)c(C)n(C)c1C
    2	-6	1	3	-1	-3	1	-3	5
16: O=[N+]([O-])c1ccc(OCn2cncn2)cc1
    2	17	-1	-2	15	-4	-4	-3	3
17: Oc1ccc(C[C@H]2CNC(=S)N2CC2CCCN2C[C@H](Cc2ccccc2)N2C[C@H](Cc3ccc(O)cc3)N(CC3CCCCCC3)C2=S)cc1 (stereo partly specified)
    13	-8	0	-12	1	6	-9	4	-7
18: CCn1c(NCc2cccs2)nc2ccccc21
    15	-8	1	-26	14	-3	-3	-3	-6
19: CC(C)C(NC(=O)c1ccc2c(c1)OCO2)C(=O)N/N=C\c1ccco1 (stereo unspecified)
    -4	-3	-2	1	0	-5	-4	-3	5
20: COCCNC(=O)c1ccc(Cl)c(Cl)c1
    16	-2	1	-10	10	1	-7	1	-1

In a second layout: entries from further up
4) COc1ccc(NC2=C(NCCO)C(=O)c3ccccc3C2=O)cc1
5) COc1cccc(Cn2cnc3c(NS(=O)(=O)c4cc(Cl)ccc4Cl)c(C)c(C)cc32)c1

| assay / entry | 4 | 5 |
| --- | --- | --- |
| M1 PAM | -2 | 7 |
| M5 antag | 8 | 1 |
| CHRM4 agonist | 0 | 2 |
| M1 antag | -5 | 0 |
| TAAR1 ag | 3 | 3 |
| M1 ag | -4 | -3 |
| M4 antag | 2 | 14 |
| M5 ag | -2 | -1 |
| CHRM5 PAM | -4 | -8 |

More compounds:
Order of results – M1 PAM	M5 antag	CHRM4 agonist	M1 antag	TAAR1 ag	M1 ag	M4 antag	M5 ag	CHRM5 PAM
21: CCc1cc(C(=O)N(C)CC(=O)Nc2c(Cl)cccc2Cl)sc1C
    -2	1	3	-2	26	-3	7	4	-5
22: Cn1c(=O)c2c(nc(OCc3ccc4c(c3)OCO4)n2Cc2ccccc2Cl)n(C)c1=O
    1	7	1	-29	10	-4	-4	-6	1
23: COc1ccc(CNC(=O)CSCc2c(F)cccc2Cl)cc1
    10	9	0	-18	1	-4	-6	-6	5
24: O=C(NN=C1CCC(=NNC(=O)c2ccccn2)CC1)c1ccccn1
    10	-3	2	-5	2	-8	3	-2	-2
25: COC(=O)c1ccc(Oc2nc(Nc3ccc(F)cc3)nc(N3CCCC3)n2)cc1
    15	-5	0	-15	-1	-3	4	1	7
26: CCN(CC)CCNC(=O)C1(O)c2cc(Br)ccc2NC(=O)N1c1c(F)cccc1F (stereo unspecified)
    6	5	8	-8	4	-3	-11	-3	0
27: COc1ccccc1NC(=O)CN1C(=O)C2(OCCCO2)c2ccccc21
    7	1	4	-5	nt	0	9	2	-5
28: CC(=O)c1ccc(NC(=O)C[n+]2ccc(N(C)C)cc2)cc1
    8	-2	1	-20	2	-9	-7	-1	0
29: O=C(O)c1ccccc1P(=O)(c1ccccc1)c1ccccc1
    12	2	1	-15	6	-4	0	0	9
30: CCOC(=O)C1(Cc2cccc(F)c2)CCN(Cc2ccc(COC)o2)CC1
    -10	5	7	20	2	0	-4	-1	-4
31: Cc1cc(Br)ccc1NC(=O)C1CSC2(C)CCC(=O)N12 (stereo unspecified)
    8	7	1	-7	0	-6	-9	-2	0
32: CC(=O)c1ccc(NC(=O)COC(=O)Cn2cnc3ccccc32)cc1
    7	4	1	-14	6	-4	3	2	-5
33: CCOC(=O)c1ccc2c(c1)nc(COc1ccc(OC)cc1)n2CC
    -2	-13	1	5	9	-6	-5	0	-2
34: C[C@H](CO)N1C[C@H](C)[C@@H](CN(C)C(=O)Nc2ccc(C(F)(F)F)cc2)Oc2c(NC(=O)NC3CCCCC3)cccc2C1=O
    6	9	1	2	2	-4	12	3	-3
35: COc1ccccc1CNC(=O)Nc1nc(C(N)CCc2ccccc2)cs1 (stereo unspecified)
    7	-1	8	-14	24	-2	7	0	-2
36: Cc1ccccc1NC(=O)COC(=O)CCc1nc2ccccc2c(=O)[nH]1
    2	2	4	-3	0	-2	-5	-2	1
37: c1csc(C(c2nnnn2C2CCCC2)N2CCCC3(CCCCC3)C2)c1 (stereo unspecified)
    14	0	-1	-31	-3	4	-6	0	-5
38: COc1cc(N)c(Cl)cc1C(=O)NC1CCN(Cc2ccccc2)CC1
    -15	1	1	1	0	-8	21	-1	-14
39: N#Cc1ccccc1S(=O)(=O)N1CCN(C(=O)Cc2coc3cc(O)ccc23)CC1
    10	7	1	-2	6	1	4	-4	5
40: C=C1CC(COc2ccc3c(C)c(Cl)c(=O)oc3c2)(c2ccccc2)OC1=O (stereo unspecified)
    -3	10	4	-1	3	-6	13	-1	-8

Of the compounds above, 2 contain a nitro group on carbon.
Order of results – M1 PAM	M5 antag	CHRM4 agonist	M1 antag	TAAR1 ag	M1 ag	M4 antag	M5 ag	CHRM5 PAM
13: C/C(CC(=O)NC1CCCC1)=N\NC(=O)c1ccc([N+](=O)[O-])c(Cl)c1
    3	9	0	-5	1	-9	6	-2	-3
16: O=[N+]([O-])c1ccc(OCn2cncn2)cc1
    2	17	-1	-2	15	-4	-4	-3	3

(continued)
Order of results – M1 PAM	M5 antag	CHRM4 agonist	M1 antag	TAAR1 ag	M1 ag	M4 antag	M5 ag	CHRM5 PAM
41: CCCCn1c(-c2ccc(Br)cc2F)nc2c1c(=O)[nH]c(=O)n2CC(C)C
    10	2	2	-10	-2	-2	-3	-2	-1
42: O=[N+]([O-])c1ccc(S(=O)(=O)N(CCCN2CCOCC2)Cc2cccs2)cc1
    9	1	4	-6	-1	-12	-2	-4	1
43: COc1cccc(CCC(=O)N2CCC(n3nccc3NC(=O)CC(C)C)CC2)c1
    1	9	0	-1	1	-3	6	-3	-3
44: CCOC(=O)c1c(NC(=O)C2C3C=CC(C3)C2C(=O)O)sc2c1CCC(C)C2 (stereo unspecified)
    14	0	1	-6	8	-5	7	0	-3
45: Cc1cc(C)cc(-n2ccnc2SCC(=O)O)c1
    9	18	0	-13	3	-3	-3	1	4
46: COc1cc(C(=O)COC(=O)c2ccc([N+](=O)[O-])o2)cc(OC)c1OC
    -1	1	2	-4	1	-2	1	0	11
47: C#CCN(C[C@@H]1[C@@H](OC(=O)NCc2ccccc2F)[C@@H](OC(=O)NCc2ccccc2F)CN(C(=O)OC(C)C)N1C(=O)OC(C)C)S(=O)(=O)c1ccc(C)cc1
    -1	6	2	-1	3	-1	-7	1	-5
48: CN(C)CCCNC(=O)c1cc2c3ccccc3n(C)c2s1
    6	-3	0	-2	2	-7	14	-1	6
49: CCOc1ccc(N=Nc2c(N)[nH][nH]c2=O)cc1
    10	-6	0	-2	-1	-11	13	-2	6
50: COc1ccc(OC)c(CN2CCN(C(=O)c3ccc(S(=O)(=O)N4CCCCCC4)cc3)CC2)c1
    -2	-4	12	-4	2	-6	-29	-1	-10
51: N#Cc1ccsc1NC(=O)COC(=O)c1ccc(Br)o1
    8	10	1	-9	0	-3	5	1	-5
52: O=C(Cc1ccccc1)N/N=C/c1cc(Br)cc(Br)c1O
    12	-2	0	-19	11	-1	-3	-3	0
53: Cc1nn(-c2cccc(Cl)c2)c(Cl)c1/C=N/NC(=O)c1cccnc1
    -8	4	7	5	8	-4	-5	1	-13
54: Cn1c(CNC(=O)CNC(=O)Cc2ccc(Cl)cc2)cc(=O)n(C)c1=O
    8	8	0	-10	1	-2	-2	-3	-2
55: CC(C)CN1CCC(=O)N([C@H](CO)Cc2ccccc2)CC1
    13	12	1	-6	4	-4	1	-3	1
56: CCOC(=O)[C@H]1[C@H]2COc3ccc(OC)cc3[C@@H]2N2C(=O)c3cc(F)c(F)cc3NC(=O)[C@@]12C
    0	-12	4	0	6	-8	6	-2	7
57: Cc1ccc(C)c(C(=O)COC(=O)c2cc(S(=O)(=O)N3CCOCC3)ccc2F)c1
    5	0	7	-9	5	-2	-12	1	-3

Source: PubChem (The Scripps Research Institute Molecular Screening Center)
